Wnt bcat act = Wnt/beta-catenin pathway activation | Wnt/beta-catenin reporter cell assay, activator, plate reader | 300,000 tested, 1.2% active | activation, % at 9.35 µM; in the data active = activation above about 30%, passing the limit was not always enough;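 note: 0% = neutral control wells and 100% = positive control wells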
dFosB act = mouse delta FosB homodimer activation | P13346 | purified delta FosB, TAMRA-CDK5 oligo fluorescence polarization; percent of positive-control signal above neutral wells | activation, % at 25 µM | 340,000 tested, 0.99% active;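 active = mean activation above about 17%, with every replicate also reaching it, limit read from the data, passing the limit was not always enough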;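 note: fluorescence polarization rise as delta FosB binds a TAMRA Cdk5 AP-1 oligo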
Target sequence (P13346 whole entry, looked up): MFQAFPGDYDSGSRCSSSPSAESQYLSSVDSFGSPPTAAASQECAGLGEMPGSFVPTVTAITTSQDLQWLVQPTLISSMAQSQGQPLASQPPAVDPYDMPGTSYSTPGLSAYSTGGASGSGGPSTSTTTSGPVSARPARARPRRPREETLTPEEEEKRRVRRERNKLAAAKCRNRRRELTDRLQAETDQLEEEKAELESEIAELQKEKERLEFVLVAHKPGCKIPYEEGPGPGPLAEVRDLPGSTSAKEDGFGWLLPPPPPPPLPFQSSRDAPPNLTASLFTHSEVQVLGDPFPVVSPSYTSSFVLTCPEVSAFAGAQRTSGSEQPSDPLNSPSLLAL
PvdQ acylase = blocks Pseudomonas aeruginosa PvdQ acylase activity | purified PvdQ acylase, fluorescence plate reader | inhibition, % at 10 µM | 340,000 tested, 0.063% active; in the data active = inhibition above about 30%, passing the limit was not always enough;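 note: 0% = vehicle neutral wells and 100% = reference inhibitor wells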
SR-BI DiI inh = inhibitors of mouse SR-BI mediated HDL lipid uptake. Q61009. ldlA[mSR-BI] CHO cells, DiI-HDL uptake fluorescence, 3 h. inhibition, % at 12.5 µM. 320,000 tested, 0.96% active. AID 488896;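 active = mean replicate inhibition of at least 70% and a set share of replicates each scoring 70 or more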;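 note: 0% = median of neutral control wells and 100% = median of positive control wells; values of inactives mirror those of a sister screen read the other way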
MITF TRPM1 HTS = increases MITF-driven TRPM1 promoter luciferase signal. activation, % at 12.5 µM. 300,000 tested, 0.75% active. SK-MEL-5 TRPM1-promoter luciferase, 24 h; % of positive control, neutral wells = 0;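 active = mean activation of at least 80% with every replicate also reaching 80%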;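 note: 0% = neutral control wells and 100% = parthenolide positive control wells; values of inactives mirror those of a sister screen read the other way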
HTR5A ag ctr = activates human HTR5A in OPRM1-OPRD1 agonist counter-screen. activation, % at 9.3 µM. HTR5A agonist assay, luminescence, cell-based. P47898. 340,000 tested, 0.61% active. AID 504692; in the data active = activation mostly above about 9.5%, no sharp cut-off; inactive = mostly below about 7.6%;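 note: 0% = cells with vehicle only and 100% = reference agonist; strong numbers were not always called active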
CDK5 inh = CDK5/p35 (human) kinase inhibition. 330,000 tested, 0.01% active. inhibition, % at 10 µM. AID 488839. Q00535+Q15078. Recombinant CDK5/p35, ADP-Glo luminescence, 60 min;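 active = highest replicate inhibition of at least 50% and at least 75% of replicates reaching 50%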;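 note: plate controls were DMSO neutral control for no effect and GW8510 at 10 µM for full effect; many of its hits are not listed in these tables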
Target sequence (Q00535 whole entry, looked up): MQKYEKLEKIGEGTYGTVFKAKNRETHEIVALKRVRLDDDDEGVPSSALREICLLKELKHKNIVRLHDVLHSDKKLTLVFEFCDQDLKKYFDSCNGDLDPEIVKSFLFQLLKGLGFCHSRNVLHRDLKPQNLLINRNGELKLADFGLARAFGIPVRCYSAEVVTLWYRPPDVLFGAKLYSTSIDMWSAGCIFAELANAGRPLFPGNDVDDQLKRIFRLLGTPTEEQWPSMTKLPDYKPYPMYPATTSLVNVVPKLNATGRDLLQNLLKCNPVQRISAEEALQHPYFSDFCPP
Target sequence (Q15078 whole entry, looked up): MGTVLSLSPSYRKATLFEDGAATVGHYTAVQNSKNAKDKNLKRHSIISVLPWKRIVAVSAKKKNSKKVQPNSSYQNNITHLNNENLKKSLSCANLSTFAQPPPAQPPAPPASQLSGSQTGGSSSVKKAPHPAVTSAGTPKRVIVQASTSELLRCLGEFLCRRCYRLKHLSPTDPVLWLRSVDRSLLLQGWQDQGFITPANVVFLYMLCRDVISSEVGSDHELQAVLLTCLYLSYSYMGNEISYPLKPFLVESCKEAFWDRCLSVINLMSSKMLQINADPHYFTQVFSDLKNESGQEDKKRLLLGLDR
Rtt109 HAT inh = inhibitors of Candida albicans Rtt109/Vps75 histone acetyltransferase; Q5AAJ8; purified Rtt109/Vps75, ThioGlo CoA-SH fluorescence, 4 h; inhibition, % at 34.9 µM; 330,000 tested, 0.16% active; AID 540336;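 active = inhibition of at least 50% in every replicate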
SR-BI uptake up = enhances SR-BI lipid uptake from DiI-HDL. CHO ldlA[mSR-BI] cells, DiI-HDL uptake fluorescence, 3 h; 100 = double the neutral-control signal. 320,000 tested, 0.096% active. activation, % at 12.5 µM. AID 504775;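 active = mean replicate activation of at least 60% and every replicate at or above 60%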;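 note: 0% = median plate neutral-control signal and 100% = twice that signal; values of inactives mirror those of a sister screen read the other way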
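Material: SR-BI-overexpressing, LDLR-lacking CHO cells; schedule: compound exposure 3 h, 37 °C; reagent: DiI-labelled HDL at 10 µg/mL final; technique: bottom-read fluorescence, 550/595 nm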
RTF Ca sens act = increases calcium sensitivity of human cardiac regulated thin filaments. activation, % at 7.2 µM. P19429+P45379. 340,000 tested, 0.24% active. IANBD-labeled TnC RTF fluorescence at EC20 calcium; 0% EC20 calcium, 100% full calcium;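 active = activation above the mean over all tested compounds plus 3 SD, cut at about 30% in these data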;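 note: rise in fluorescence read as greater calcium sensitivity of cardiac thin filaments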
An asterisk follows results filed as active; . = not tested or not shown.

(1) Cc1occc1C(=O)Nc1nnc(-c2cccs2)s1
(2) COc1ccc(CCn2ccc(O)c(Cc3ccc(Cl)cc3)c2=O)cc1OC
(3) Cc1ccc(CN2C(=O)CSC2c2ccccc2F)cc1 (configuration not stated)
(4) O=C(CSc1nc(-c2ccccc2)cc(=O)[nH]1)N1CCc2ccccc21
(5) C=CCN(c1ccccc1OC)S(=O)(=O)c1cccc(C(=O)NCC(c2ccc(OC)cc2)N2CCCC2)c1 (configuration not stated)
(6) CSCCC(NC(=O)COc1ccccc1)C(=O)N(C)Cc1ccc(F)cc1 (configuration not stated)
(7) O=C(Nc1cccc(Br)c1)c1ccn[nH]1
(8) O=[N+]([O-])c1ccc(Cl)c2cccnc12
assay / compound	1	2	3	4	5	6	7	8
Wnt bcat act	.	-1	-1	.	-7	-3	25	-1
dFosB act	-5	-1	-3	-9	27*	0	-4	-1
PvdQ acylase	-18	-1	11	2	-10	-12	-6	5
SR-BI DiI inh	-12	-27	-7	-9	13	2	7	-28
MITF TRPM1 HTS	29	2	-4	-15	-2	0	19	-11
HTR5A ag ctr	-2	-7	0	0	2	1	0	2
CDK5 inh	-0.3	-1.1	-0.1	0.0	0.1	1.1	3.0	-0.2
Rtt109 HAT inh	-5	8	11	10	5	3	-2	30
SR-BI uptake up	12	27	7	9	-13	-2	-7	28
RTF Ca sens act	2	4	3	-2	4	1	-4	8

(9) CC1CN(CN2C(=O)c3ccccc3C2=O)CC(C)O1 (configuration not stated)
(10) O=C1N=c2ccccc2=C1c1sc(NS(=O)(=O)Cc2ccccc2)nc1O
(11) NS(=O)(=O)c1ccc(NC(=O)COC(=O)CCc2ccc(S(=O)(=O)N3CCOCC3)cc2)cc1
(12) COc1ccc(C2=NN(C(=O)c3cccs3)C(c3ccccc3O)C2)cc1 (configuration not stated)
(13) CC1(C)Cc2c(cnn2-c2ccc(F)cc2)C(NC(=O)C2CCC2)C1 (configuration not stated)
(14) CCCCOc1cccc(NC(=O)CSc2nncn2C)c1
(15) Cc1nn2c3ccccc3n(CCN3CCCCC3)c2nc1=O
(16) COC(=O)c1cc(OC)c(OCc2cc(C(=O)OC)oc2C)c(OC)c1
assay / compound	9	10	11	12	13	14	15	16
Wnt bcat act	.	-2	0	1	-1	1	.	.
dFosB act	0	-4	1	11	-2	5	-3	-1
PvdQ acylase	-9	-10	-3	5	-6	5	5	10
SR-BI DiI inh	-27	.	.	27	19	-33	-2	-16
MITF TRPM1 HTS	-10	-6	-1	16	-1	-2	-2	6
HTR5A ag ctr	6	2	0	6	-3	6	.	-2
CDK5 inh	-0.5	-6.0	-0.7	-1.5	2.2	0.4	-1.6	1.3
Rtt109 HAT inh	-8	-10	3	0	-6	-2	2	-9
SR-BI uptake up	27	.	.	-27	-19	33	2	16
RTF Ca sens act	-6	5	-3	-5	3	-1	-2	6

(17) O=C1N[C@@H](Cc2ccccc2)COC(=O)[C@H](Cc2ccc(F)cc2)C/C=C\C[C@@H]1CC(=O)N(CCO)Cc1ccccc1
(18) COc1cc(CNC2CCC(C)C2)cc(OC)c1 (configuration not stated)
(19) CCCc1nc2c(s1)CCc1onc(-c3cccc([N+](=O)[O-])c3)c1-2
(20) Cc1nc(=S)c2ccccc2[nH]1
(21) Cc1ccc(S(=O)(=O)NC2=NCN(C(C)C)CN2)cc1
(22) CCS(=O)(=O)N1CCC(NC(=O)c2cc(OC)cc(OC)c2)CC1
(23) Cc1cccc(NC(=O)Cn2c(O)c(N=NC(N)=S)c3ccccc32)c1
(24) CCOc1ccc(CCNC(=O)C(C)n2nc(C)c3c(C)n(-c4ccccc4)nc3c2=O)cc1 (configuration not stated)
assay / compound	17	18	19	20	21	22	23	24
Wnt bcat act	-2	.	0	.	-1	.	6	-3
dFosB act	-10	0	-2	-9	-6	1	40*	-6
PvdQ acylase	-4	4	-14	7	-5	-14	-6	-8
SR-BI DiI inh	33	-12	49	-13	.	6	47	30
MITF TRPM1 HTS	-3	7	-3	7	.	2	-22	0
HTR5A ag ctr	-3	3	0	-1	-2	-4	4	-4
CDK5 inh	-1.4	-0.5	0.2	3.4	-0.1	0.5	-4.6	1.2
Rtt109 HAT inh	8	3	5	3	-6	3	0	5
SR-BI uptake up	-33	12	-49	13	.	-6	-47	-30
RTF Ca sens act	-1	5	1	-5	-6	0	-3	4

Brought forward from above: 4 entries, then new ones.
(21) Cc1ccc(S(=O)(=O)NC2=NCN(C(C)C)CN2)cc1
(22) CCS(=O)(=O)N1CCC(NC(=O)c2cc(OC)cc(OC)c2)CC1
(23) Cc1cccc(NC(=O)Cn2c(O)c(N=NC(N)=S)c3ccccc32)c1
(24) CCOc1ccc(CCNC(=O)C(C)n2nc(C)c3c(C)n(-c4ccccc4)nc3c2=O)cc1 (configuration not stated)
(25) COC(=O)c1sc(N/N=C/c2ccc(C(C)C)cc2)nc1C
(26) CCOC(=O)C1CCN(C(=O)Nc2c(-c3ccccc3)noc2C)CC1
(27) CC(C)N1CCN(c2ccc(OC[C@H]3CO[C@](Cn4cncn4)(c4ccc(Cl)cc4Cl)O3)cc2)CC1
(28) O=C(COC(=O)Cn1nnc2ccccc21)Nc1ccccc1Br
(29) CN(C(=O)COC(=O)c1cc(S(=O)(=O)N2CCOCC2)ccc1F)C1CCS(=O)(=O)C1 (configuration not stated)
(30) CC(=O)Oc1ccc(/C=N/NC(=O)c2ccc(N(C)S(=O)(=O)c3ccccc3)cc2)cc1
(31) COc1cc2c(cc1NC(=O)CCC(=O)O)oc1ccccc12
(32) Cc1cccc(N2CC(C(=O)Nc3nccs3)CC2=O)c1C (configuration not stated)
assay / compound	21	22	23	24	25	26	27	28	29	30	31	32
Wnt bcat act	-1	.	6	-3	15	-1	1	-2	-2	0	1	-2
dFosB act	-6	1	40*	-6	-12	2	-8	-2	-6	-16	3	-6
PvdQ acylase	-5	-14	-6	-8	-11	-6	-5	-3	-9	-9	-1	-8
SR-BI DiI inh	.	6	47	30	.	-22	22	-13	-29	.	-18	-6
MITF TRPM1 HTS	.	2	-22	0	.	7	12	11	2	-4	-11	0
HTR5A ag ctr	-2	-4	4	-4	3	3	8	-3	2	-1	2	0
CDK5 inh	-0.1	0.5	-4.6	1.2	-0.5	0.2	-3.4	0.7	-1.4	-1.0	2.1	-0.8
Rtt109 HAT inh	-6	3	0	5	-5	-12	-11	4	-5	2	-3	2
SR-BI uptake up	.	-6	-47	-30	.	22	-22	13	29	.	18	6
RTF Ca sens act	-6	0	-3	4	2	3	3	4	5	1	-4	5

Reprinted from the part before: 2 entries; new compounds follow.
(31) COc1cc2c(cc1NC(=O)CCC(=O)O)oc1ccccc12
(32) Cc1cccc(N2CC(C(=O)Nc3nccs3)CC2=O)c1C (configuration not stated)
(33) O=c1[nH]c(/C=C/c2ccccc2F)nc2ccccc12
(34) c1cnc2ccc(C(c3nnnn3C3CCCC3)N3CCSCC3)cc2c1 (configuration not stated)
(35) O=C(CN1CCOCC1)NCc1ccccc1
(36) Cc1nc(N)sc1C(=O)N1N=N1
(37) O=C(CSc1cccc(C(F)(F)F)c1)NC(=O)NCc1ccco1
(38) Cn1c(=O)c2c(nc(NCCCN3CCOCC3)n2Cc2ccc(Cl)cc2)n(C)c1=O
(39) CCc1nnc(SCC(=O)Nc2ccc(N3CCOCC3)cc2)n1C
(40) NS(=O)(=O)c1ccc(CCNC(=O)CC(c2ccccc2)c2ccccc2)cc1
assay / compound	31	32	33	34	35	36	37	38	39	40
Wnt bcat act	1	-2	7	4	-1	3	.	.	-1	-1
dFosB act	3	-6	-9	-12	3	-10	-12	-3	0	-1
PvdQ acylase	-1	-8	-5	-8	5	0	-3	5	-16	2
SR-BI DiI inh	-18	-6	-6	33	-13	-25	-29	-10	-6	-24
MITF TRPM1 HTS	-11	0	13	-5	-3	5	-1	.	1	1
HTR5A ag ctr	2	0	-2	1	1	4	7	7	-2	-4
CDK5 inh	2.1	-0.8	1.8	-0.1	-2.8	-0.2	0.3	-2.1	-1.3	-1.4
Rtt109 HAT inh	-3	2	-64	6	-1	0	.	4	-10	3
SR-BI uptake up	18	6	6	-33	13	25	29	10	6	24
RTF Ca sens act	-4	5	-4	1	1	2	-5	-5	-3	-6

(41) O=C(/C=C/c1ccc(Cl)cc1Cl)Nc1cccc(S(=O)(=O)NC2=NCCC2)c1
(42) O=C(COC(=O)c1ccc(O)cc1)Nc1ncc(Cl)cc1Cl
(43) COC(=O)c1cc(COC(=O)CNC(=O)c2ccc(Br)cc2)oc1C
(44) Cc1ccc(S(=O)(=O)N(C)c2ccc(OCC(=O)NCC3(N(C)C)CCCCC3)cc2)cc1
(45) Cc1c(CC(=O)NCCCC(=O)O)c(=O)oc2cc3c(cc12)CCC(C)(C)O3
(46) c1ccc(-c2nnc3sc(-c4csc5c4CCCC5)nn23)cc1
(47) NC(=S)Nc1cnc2ccccc2c1
(48) COc1ccc(CC(=O)OCC(=O)NCCNC(=O)COC(=O)Cc2ccc(OC)cc2)cc1
assay / compound	41	42	43	44	45	46	47	48
Wnt bcat act	9	-1	-6	-4	-9	.	.	-2
dFosB act	-24	-7	-5	-2	4	-46	7	-4
PvdQ acylase	-10	-7	-16	-20	-18	-6	-10	-6
SR-BI DiI inh	39	-21	12	83*	-9	22	-4	-9
MITF TRPM1 HTS	37	8	-1	14	-50	48	-11	-6
HTR5A ag ctr	6	-1	3	-7	-1	-1	0	-2
CDK5 inh	0.1	-1.4	-0.5	-3.0	0.6	1.4	0.9	1.6
Rtt109 HAT inh	-4	0	-2	0	2	-11	2	9
SR-BI uptake up	-39	21	-12	-83	9	-22	4	9
RTF Ca sens act	0	9	-3	2	2	-2	3	1

(49) CCOc1ccccc1NC(=O)c1ccc(Cl)c(NC(=O)CC(c2ccccc2)c2ccccc2)c1
(50) CCN(CC)Cc1cc2ccccc2c2c1COC2
(51) CCCCC1SC(N)=NC1=O (configuration not stated)
(52) O=C(c1cc2ccccc2oc1=O)N(Cc1ccco1)Cc1cccs1
(53) CC(C)c1ccc(NC(=O)CCNC(=O)Cn2ccc3ccccc3c2=O)cc1
(54) CN(CC(=O)Nc1ccc(Cl)c(C(F)(F)F)c1)C(=O)c1ccc2c(c1)OCCO2
(55) Cn1nc(C(F)(F)F)c(-c2ccc(F)cc2)c1NC(=O)CSCC(=O)O
(56) Cc1cc(C)cc(NC(=S)NCCN(C2CCCCC2)C2CCCC2)c1
(57) CC(=O)NCCc1ccc(S(=O)(=O)N2CCOCC2)cc1
assay / compound	49	50	51	52	53	54	55	56	57
Wnt bcat act	.	.	-2	.	-2	-3	2	-2	-4
dFosB act	0	-2	3	-1	-4	-4	-3	-12	-2
PvdQ acylase	-10	-14	-3	-2	-9	-10	-4	-16	-15
SR-BI DiI inh	54	5	10	-12	-19	-11	-7	.	-32
MITF TRPM1 HTS	-20	.	-12	.	3	5	-2	0	-2
HTR5A ag ctr	1	4	-2	-1	-5	-3	-3	2	3
CDK5 inh	-2.3	0.2	0.0	0.1	0.0	0.6	-5.2	-1.1	-0.7
Rtt109 HAT inh	1	2	-1	-1	-21	18	-16	3	-13
SR-BI uptake up	-54	-5	-10	12	19	11	7	.	32
RTF Ca sens act	-4	6	0	-3	-2	-3	10	-11	6
